High-throughput results from PubChem.
D1 antag: antagonists of human D1 dopamine receptor | HEK293 TREx D1 cells, calcium flux, dopamine EC80; active compounds read low | 3.2% of 360,000 active | AID 504652 | activity change, negative = inhibition, % at 10 µM | P21728; in the data active means activity change below about -30%; further: on the % scale 0 is the no-effect control and ±100 the full control effect
Target sequence (P21728 whole entry, looked up): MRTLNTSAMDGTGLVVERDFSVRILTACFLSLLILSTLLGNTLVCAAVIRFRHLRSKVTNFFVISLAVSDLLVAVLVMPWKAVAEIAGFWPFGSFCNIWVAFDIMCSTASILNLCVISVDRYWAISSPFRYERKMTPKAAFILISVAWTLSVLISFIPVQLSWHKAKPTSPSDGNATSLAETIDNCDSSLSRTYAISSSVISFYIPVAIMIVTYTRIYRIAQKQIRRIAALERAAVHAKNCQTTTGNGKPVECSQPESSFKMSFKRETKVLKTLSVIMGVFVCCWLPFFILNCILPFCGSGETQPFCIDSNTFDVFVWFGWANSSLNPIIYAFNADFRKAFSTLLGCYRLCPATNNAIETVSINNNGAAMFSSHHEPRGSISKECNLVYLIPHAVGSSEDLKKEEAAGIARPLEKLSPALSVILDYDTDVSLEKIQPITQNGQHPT
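Cells carrying a force-coupled, tetracycline-inducible human D1 receptor report calcium flux. Each well gets a 10 s baseline, compound with 180 s monitoring, then an EC80 dopamine stimulus with a second 180 s kinetic read.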
Vif-APOBEC3F blk: blocks the Vif interaction with APOBEC3F; HeLa A3F-eYFP + Vif (tagged APOBEC3F with the HIV-1 protein that degrades it), YFP fluorescence increase; Potency, µM (series often up to 46.1 µM), for inactives: at the top dose activity, negative = active; 0.2% of 390,000 active; AID 602313; further: potency means the concentration at half of the fitted maximal effect; % of control where 0% means no effect; nearly all actives have a fitted effect of over 65% in size
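HeLa cells stably expressing A3F-eYFP plus Vif, plated and incubated overnight at 37 deg C, then exposed to compounds overnight at 37 deg C. Blocked degradation read as raised yellow fluorescence (Ex 488/Em 500-530).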
RXFP1 ag: agonists of human relaxin receptor RXFP1; AID 2676; Potency, µM (titrated, usually from 57.5 µM), inactives show at the highest dose activation, usual class: activators; 0.3% of 370,000 active; Q9HBX9; HEK293T-RXFP1 cAMP TR-FRET, 30 min; response scale: percent of porcine relaxin response, buffer zero; further: potency means the concentration at half of the fitted maximal effect; on the % scale 0 is the no-effect control and ±100 the full control effect; nearly all actives have a fitted effect of over 60% in size; many of its hits are not listed in these tables
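Agonist response is measured as cAMP accumulation in an RXFP1-transfected HEK293T line under PDE4 inhibition. Values are scaled between buffer-only and 29 nM porcine relaxin, and EC50s come from standard Hill equation fits.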
LDHA block: blocks human lactate dehydrogenase A. AID 1347041. P00338. purified LDHA, NADH/diaphorase-resazurin fluorescence; active compounds read low. activity change, % (values are at about 110 or 230 µM). 0.15% of 480,000 active; in the data active means activity change below about -30%; inconclusive means mostly about -25% to -30%;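 further: plate controls were DMSO wells for no effect and wells without enzyme for full effect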
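Human LDH5 at 2 nM final in Tris HCl pH 7.4 with 0.06 mM NADH and 0.2 mM pyruvate, reacted 5 minutes at room temperature. Remaining NADH coupled via diaphorase/resazurin; resorufin fluorescence read at 0 and 20 minutes, normalized to enzyme-free and DMSO wells.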
D1 potentiator: human D1 dopamine receptor positive modulation. HEK293 TREx D1 cells, calcium flux, dopamine EC20 potentiation. 0.036% of 360,000 active. P21728. AID 504651. potentiation, % at 10 µM; in the data active means potentiation above about 30%; further: 0% is about no effect
GRP78 ERSR act: induces the endoplasmic reticulum stress response in human glioma cells; U87-MG GRP78 promoter luciferase reporter, 16 h; Potency, µM, without a hit: at the top dose activation, actives largely listed as activators; 0.02% of 420,000 active; further: potency means the concentration at half of the fitted maximal effect; series mostly up to about 76 µM; % of control where 0% means no effect; nearly all actives have a fitted effect of over 35% in size
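Stably transfected U87-MG human glioma cells carrying a GRP78-based luminescent sensor were seeded at 1000 cells/well, pin-dosed with compounds and incubated 16 h. Luciferase reagent was then added, and end-point luminescence was read after 10 min at room temperature.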
D2 PAM: D2 dopamine receptor (human) potentiation. P14416. HEK293 T-REx D2, calcium flux, EC20 dopamine potentiation. potentiation, % at 10 µM. 0.34% of 340,000 active;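 active means potentiation over 3 SD above the plate norm, cut at about 30% in these data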; further: 0% is about no effect
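Primary screen. Calcium kinetics in induced HEK293 T-REx D2 cells: compound pre-addition 180 s, EC20 dopamine, 180 s more.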
D1 agonist: activates the human D1 dopamine receptor; AID 504660; P21728; activation, % at 2 µM; HEK293 T-REx D1 cells, calcium flux, agonist mode; 1% of 360,000 active; in the data active means activation above about 30%; further: 0% is about no effect
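Agonism was scored from calcium flux recorded over 180 s (1 read/s) after pintool compound addition, following a 10-cycle baseline. Cells were inducible force-coupled HEK293 TREx D1, plated overnight at 30 C and loaded with no-wash calcium dye.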
Vif-APOBEC3G blk: blocks the Vif interaction with human APOBEC3G; Q9HC16; HeLa A3G-eYFP + Vif (tagged APOBEC3G with the HIV-1 protein that degrades it), YFP fluorescence, overnight; Potency, µM (series often up to 46.1 µM), inactives show at the highest dose activity, negative = active, actives largely listed as inhibitors; 0.076% of 410,000 active; AID 602310;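 further: potency means the concentration at half of the fitted maximal effect; on the % scale 0 is the no-effect control and ±100 the full control effect; nearly all actives have a fitted effect of over 60% in size; hits raise eYFP signal because A3G escapes Vif-driven loss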
Target sequence (Q9HC16 whole entry, looked up): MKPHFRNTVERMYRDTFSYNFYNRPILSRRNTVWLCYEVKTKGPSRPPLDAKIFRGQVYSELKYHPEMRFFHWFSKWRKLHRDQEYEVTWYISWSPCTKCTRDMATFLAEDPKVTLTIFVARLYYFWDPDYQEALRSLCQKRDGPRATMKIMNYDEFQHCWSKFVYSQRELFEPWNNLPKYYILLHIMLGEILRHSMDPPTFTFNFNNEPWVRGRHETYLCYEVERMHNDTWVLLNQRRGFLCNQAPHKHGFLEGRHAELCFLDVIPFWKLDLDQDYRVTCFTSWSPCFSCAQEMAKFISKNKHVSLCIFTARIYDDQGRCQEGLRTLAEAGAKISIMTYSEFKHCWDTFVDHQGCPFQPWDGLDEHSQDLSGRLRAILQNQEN
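Read-out is eYFP fluorescence (Ex 488/Em 500-530) from Vif-expressing HeLa A3G-eYFP cells; more signal means A3G escaped Vif-mediated degradation. Cells plated overnight, compound pinned in, incubated overnight at 37 deg C.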
Active calls of the source: *; ? = inconclusive; · = not tested or not shown. Unless noted, the call rests on the fitted dose curve; in most records, active means well fitted curve in the direction sought with a large enough effect; inconclusive means small, poorly fitted or top-dose-only effect, or another doubt; inactive means no such curve, though single readings can be large; an effect the other way counts as inactive or inconclusive.

SMILES	D1 antag	Vif-APOBEC3F blk	RXFP1 ag	LDHA block	D1 potentiator	GRP78 ERSR act	D2 PAM	D1 agonist	Vif-APOBEC3G blk
C=CCOc1c(CNc2ccc3[nH]c(=O)[nH]c3c2)cccc1OC	4	6%	-0.5%	32	-2	-6%	5	2	4%
O=C(CN1C(=O)NC(Cc2c[nH]c3ccccc23)C1=O)Nc1ccc(F)cc1F (centres undefined)	·	-9%	·	-2	·	-3%	·	·	-1%
O=C(NCc1ccco1)c1cnn2c1NC(c1ccccc1)CC2C(F)(F)F (centres undefined)	22	-3%	-0.5%	1	-3	-4%	6	2	1%
CSc1ccc(CNCC(O)c2ccccc2)cc1 (centres undefined)	6	7%	-0.8%	-8	-2	-6%	2	25	-8%
CC(C)c1ccc(NC(=O)CSc2nnc(CN3CCOCC3)n2C)cc1	2	-14%	0.7%	-2	-2	-3%	16	0	0%
Cc1ccc(NC(=O)Cn2c(-c3ccc4c(c3)OCO4)cn(-c3ccccc3)c2=O)cc1	-6	-5%	-1.1%	4	-3	5%	12	1	-3%
CCOC(=O)c1[nH]c2ccc(Cl)cc2c1NC(=O)/C=C/c1ccc2c(c1)OCO2	8	?	-0.6%	-7	-2	-3%	16	3	-19%
COCCN(C(=O)CC1C(=O)NCCN1Cc1ccc(-c2ccccc2)cc1)C(C)C (centres undefined)	-1	5%	-1.6%	6	-5	-4%	11	2	0%
Cc1csc2ncc(C(=O)NCc3ccccn3)c(=O)n12	2	-10%	24%	-1	4	-2%	-12	1	-9%
C/C(CC(=O)Nc1ccc(Br)cc1)=N\NC(=O)c1cccc(O)c1	23	0%	-1.2%	-1	-2	6%	11	-1	3%
CCCc1cnc2c(c1SCC(=O)Nc1ccc([N+](=O)[O-])cc1)c(=O)n(C)c(=O)n2C	·	-4%	5.9%	-6	-1	-2%	4	14	-2%
Cc1ccccc1-c1nc(CS(=O)CC(=O)NC2CCCCC2)c(C)o1 (centres undefined)	5	11%	5.2%	3	10	0%	-2	2	-3%
O=C(O)c1ccc(CNCc2ccccc2Cl)s1	9	0%	0.2%	-8	-2	-2%	0	3	6%
CCOC(=O)C1CCCN(C(=O)Cc2ccc(C)cc2)C1 (centres undefined)	-3	-19%	0.2%	1	0	-3%	·	1	2%
CCOC(=O)C/C(C)=N/NC(=O)Nc1ccccc1	2	0%	2.5%	-8	-3	7%	11	1	-1%

One compound at a time (already shown):
C=CCOc1c(CNc2ccc3[nH]c(=O)[nH]c3c2)cccc1OC as listed: D1 antag = 4; Vif-APOBEC3F blk = 6%; RXFP1 ag = -0.5%; LDHA block = 32; D1 potentiator = -2; GRP78 ERSR act = -6%; D2 PAM = 5; D1 agonist = 2; Vif-APOBEC3G blk = 4%
CCOC(=O)C1CCCN(C(=O)Cc2ccc(C)cc2)C1 (centres undefined) as listed: D1 antag = -3; Vif-APOBEC3F blk = -19%; RXFP1 ag = 0.2%; LDHA block = 1; D1 potentiator = 0; GRP78 ERSR act = -3%; D2 PAM = ·; D1 agonist = 1; Vif-APOBEC3G blk = 2%

Back to the main list, starting 4 compounds before the break.
SMILES	D1 antag	Vif-APOBEC3F blk	RXFP1 ag	LDHA block	D1 potentiator	GRP78 ERSR act	D2 PAM	D1 agonist	Vif-APOBEC3G blk
Cc1ccccc1-c1nc(CS(=O)CC(=O)NC2CCCCC2)c(C)o1 (centres undefined)	5	11%	5.2%	3	10	0%	-2	2	-3%
O=C(O)c1ccc(CNCc2ccccc2Cl)s1	9	0%	0.2%	-8	-2	-2%	0	3	6%
CCOC(=O)C1CCCN(C(=O)Cc2ccc(C)cc2)C1 (centres undefined)	-3	-19%	0.2%	1	0	-3%	·	1	2%
CCOC(=O)C/C(C)=N/NC(=O)Nc1ccccc1	2	0%	2.5%	-8	-3	7%	11	1	-1%
COc1ccc(CCNS(=O)(=O)c2ccc3c(c2)n(C)c(=O)c(=O)n3C)cc1OC	8	-2%	0.5%	-15	3	-3%	16	0	-3%
CCC(SC1=Nc2ccccc2C2=NC(CC(C)C)C(=O)N12)C(=O)Nc1ccc2c(c1)OCO2 (centres undefined)	-1	9%	2.5%	10	1	-4%	-4	-1	-1%
CCOc1ccc(CCNC(=O)C2CCCN(c3nn4c(=O)cc(C)nc4s3)C2)cc1OCC (centres undefined)	-13	0%	2.5%	0	-1	-5%	21	2	0%
Cc1cccc(-c2nnc3n2N=C(c2ccccc2)CS3)c1	14	-5%	2.7%	-15	-7	-3%	7	2	-13%
COc1ccc(C(=O)/C=C/c2cccs2)c(OC(=O)N2CCOCC2)c1	13	0%	4.6%	-7	-4	-9%	0	-1	-1%
CCN(c1ccccc1)S(=O)(=O)c1ccc2c(c1)C(C)(C)C(=O)N2C	12	11%	1.8%	-1	-6	-3%	-3	2	0%
Cc1ccc(NC(=S)N/N=C/c2c(Cl)cccc2Cl)c(C)c1	-8	-22%	8.7%	0	-2	0%	-10	3	-36%
COc1ccccc1NS(=O)(=O)c1cccc(C(=O)OCC(=O)Nc2cc(C)on2)c1	-32*	-4%	-0.1%	4	-6	-5%	-3	2	-1%
CC(C)CNS(=O)(=O)c1ccc(NC(=O)Cn2nc(-c3ccc(F)cc3)ccc2=O)cc1	-11	4%	-0.2%	-4	0	-7%	16	5	-7%
CC1CCCCC12NC(=O)N(CC(=O)N1CCN(S(=O)(=O)c3ccc4c(c3)CCC4)CC1)C2=O (centres undefined)	-2	1%	0.3%	-5	2	-5%	-8	1	-1%
Cc1ccc(CCNC(=O)C2CCC(=O)N(Cc3ccccc3F)C2)o1 (centres undefined)	20	-2%	0.3%	-4	-2	4%	15	5	1%
COCCN(C(=O)Cc1ccc(OC)c(OC)c1)c1nc(-c2cc(OC)ccc2OC)cs1	-3	-1%	1.0%	3	2	-5%	11	6	-2%
COC(=O)c1ccccc1NC(=O)CN1CCC(C)CC1	-4	-24%	2.0%	-4	6	0%	5	2	-8%
O=C(N1CCCC1)C(F)(F)Oc1ccc(F)cc1	-16	-14%	1.1%	0	4	1%	0	1	1%
O=C(N1CCOCC1)C12CC3CC(C1)CC(C(=O)N1CCOCC1)(C3)C2	-7	9%	1.1%	-5	0	-3%	-1	3	5%
O=C(c1ccc(C(F)(F)F)cc1)C1CCCN(C(=O)CN2CCCC2=O)C1 (centres undefined)	22	-3%	-0.4%	-11	-2	8%	6	0	0%
CCOCCCNC(=O)c1cc2c(s1)-c1ccccc1SC2	-3	-1%	4.1%	-1	-6	10%	·	0	-4%
Cc1cccc(C(=O)N(Cc2nc(-c3ccc(Cl)cc3)no2)C(C)C)c1	-8	0%	0.4%	6	-6	-2%	-1	20	4%
CCCCCCCCc1nc(SC(C)C(=O)O)n[nH]1 (centres undefined)	34	-7%	-0.6%	-2	-7	-4%	2	1	-5%
CN1CC(C(=O)Nc2ccc(F)c(Cl)c2)CC1=O (centres undefined)	-13	3%	-0.4%	0	-8	0%	0	2	2%
COC(=O)c1ccccc1NC(=O)CSc1ncccn1	5	0%	4.8%	2	-7	0%	0	4	-1%
O=C(O)C1C2C=CC(C2)C1C(=O)Nc1cccc(C(F)(F)F)c1 (centres undefined)	4	14%	-1.5%	-7	-4	-4%	14	1	1%
CC(C)N(Cc1ccccc1)c1ncnc2c1nnn2C	·	0%	4.5%	0	-2	-4%	3	-1	5%
COCCNC(=O)C(c1ccc(C)o1)N(C(=O)C(=O)NC1CCCCC1)c1ccc(F)cc1 (centres undefined)	-2	-14%	-1.2%	-3	7	-2%	34*	7	0%
Cc1cc(O)c(C(c2ccccc2)N2CCN(C)CC2)c(=O)n1Cc1ccco1 (centres undefined)	2	0%	19%	2	0	-1%	12	0	6%
CCOC(=O)c1cccc(NC(=O)c2cc3sccc3n2C)c1	-32*	-12%	0.5%	-2	-7	-5%	12	2	-1%
CCOc1cccc(=O)c2c(C)oc(C)c12	-11	?	0.3%	5	0	-4%	-4	1	-6%
Cc1cccc(NC(=S)N(Cc2ccc(Cl)cc2)Cc2ccc(C(=O)O)cc2)c1	7	17%	-1.8%	-9	10	-1%	-13	0	-6%
COc1ccc(NC(=O)CCCC(=O)c2ccccc2)c(OC)c1	-20	-1%	1.9%	1	-7	3%	10	1	-3%
COc1cccc(NC(=O)CCP(C)(=O)O)c1	-3	1%	0.3%	-4	9	-6%	2	0	2%
Cc1ccnc(NC(=O)CS(=O)(=O)Cc2ccccc2)c1	-12	-5%	0.0%	0	-2	-1%	-7	0	1%
COCCNC(=O)C(c1ccc(F)cc1)N(C(=O)CCC(=O)Nc1nccs1)c1cccc(C)c1 (centres undefined)	-4	-6%	-0.1%	-6	-2	-4%	·	1	-1%
COc1cccc(C(=O)N(C)CC2CCN(CCc3cccc(C(F)(F)F)c3)CC2)c1	-32*	-9%	-2.6%	2	5	0%	-14	-3	0%
CC1=C(C(=O)N2CCCC(C(=O)c3cccc(C(F)(F)F)c3)C2)OCCO1 (centres undefined)	-9	-5%	1.8%	-1	2	4%	·	9	2%
COc1ccc(Cl)cc1NC(=O)c1cc(-c2ccccc2)on1	3	0%	6.9%	-2	-5	-3%	-12	2	1%
COc1ccc(C2CC(=O)c3cc(-c4nc(-c5cccc([N+](=O)[O-])c5)cs4)c(=O)n(-c4cccc(C)c4)c3C2)cc1 (centres undefined)	2	-4%	0.4%	-4	0	-4%	4	0	0%
O=C(Nc1c(C(=O)Nc2cccc(F)c2)oc2ccccc12)c1ccc2c(c1)OCO2	13	-5%	?	-5	-3	-2%	-8	3	1%
O=c1cc(-c2ccccc2)nc(SCc2nc(-c3ccccc3Cl)no2)[nH]1	-2	-11%	-0.8%	3	-1	-2%	11	-1	5%
O=C(NCc1cc2ccccc2[nH]1)C1CCC(=O)N(CCCN2CCCC2=O)C1 (centres undefined)	-3	-5%	0.1%	-1	-7	8%	-3	4	-1%
O=C(Nc1ccc([N+](=O)[O-])cn1)c1cc(-c2cccc(Cl)c2)nc2ccccc12	-2	-8%	4.5%	-2	-5	-4%	·	3	-3%

An excerpt. The share of hits here may be higher or lower than overall.
